# CHO parental Ca: ATP-evoked calcium signal inhibitors, parental CHO, primary screen, counter-screen for OX1R antagonist project, cell-based, fluorescence, Fluo-8 calcium dye; 330,000 tested, 0.63% active; AID 463079, 2010; parental CHO-K1, ATP-induced calcium, Fluo-8 fluorescence; inhibition, % at 5.6 µM;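 active = inhibition above that plate's mean sample inhibition plus 3 SD, cut at about 26% in these data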;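 note: 0% = ATP-challenged DMSO wells and 100% = DMSO wells without ATP; some compounds past the cut are filed as inactive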
#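 Assay system: untransfected parental CHO cell line. Also added: ATP agonist challenge. Dosing: one dose, 5.6 µM nominal. Measured by: Fluo-8 fluorescence. Read-out: % inhibition. Benchmarks: ATP wells versus no-ATP DMSO wells. Repeats: no replicates.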
# GPR7 antag: GPR7 receptor antagonists, primary screen, cell-based, fluorescence, single concentration | GPR7-expressing cells, fluorescence antagonist assay | Neuropeptides B/W receptor type 1 (Homo sapiens), P48145 | AID 1861, 2009 | inhibition, % at 4.4 µM | 290,000 tested, 1.1% active; in the data active = inhibition above about 16%, passing the limit was not always enough;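 note: cells stimulated with the agonist NPW; 0% = agonist with vehicle and 100% = vehicle without agonist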
# CHO-K1 Ca PAM: nonselective calcium activators in parental CHO-K1 cells, primary screen, counter-screen for M1 PAM project, cell-based, Fluo-8 calcium fluorescence, full deck, 1536-well. ATP EC20; 0% at ATP EC20, 100% at ATP max. activation, % at 3 µM. 360,000 tested, 0.02% active. AID 602247, 2012;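 active = activation above the run cutoff, the mean activation of all test compounds plus 3 SD, cut at about 40% in these data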;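 note: peak over basal fluorescence ratio in a 140 s read after ATP addition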
# CHO-K1 Ca antag: nonselective inhibitor or artifact in parental CHO-K1 cells; AID 602250; 360,000 tested, 0.6% active; ATP-induced calcium, Fluo-8 fluorescence; inhibition, % at 3 µM;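 active = inhibition above a per-plate cutoff, the plate's mean sample inhibition plus 3 SD, cut at about 24% in these data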;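 note: 0% = DMSO plus EC80 ATP and 100% = DMSO alone without ATP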
# M1 ag parental: counter-screen for M1 agonists: effect in parental CHO-K1 cells. AID 602248, 2012. activation, % at 3 µM. Fluo-8 calcium fluorescence; scaled to maximal ATP response, vehicle zero. 360,000 tested, 0.48% active; in the data active = activation above about 15%;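 note: untransfected CHO-K1 host cells lacking M1 receptor as counterscreen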
# OXTR agonist: human OXTR agonists, primary screen, fluorescence, CHO-OTR cells, Fluo-8 calcium; 320,000 tested, 0.32% active; Oxytocin receptor (Homo sapiens), P30559; Fluo-8 calcium fluorescence; normalized: DMSO 0%, oxytocin 100%; activation, % at 3 µM;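 active = activation above the mean of all tested compounds plus 3 SD, cutoff set per screening run, cut at about 20% in these data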;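 note: peak over basal fluorescence ratio from a 100 s FLIPR kinetic read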
# Target sequence (P30559 whole entry, looked up): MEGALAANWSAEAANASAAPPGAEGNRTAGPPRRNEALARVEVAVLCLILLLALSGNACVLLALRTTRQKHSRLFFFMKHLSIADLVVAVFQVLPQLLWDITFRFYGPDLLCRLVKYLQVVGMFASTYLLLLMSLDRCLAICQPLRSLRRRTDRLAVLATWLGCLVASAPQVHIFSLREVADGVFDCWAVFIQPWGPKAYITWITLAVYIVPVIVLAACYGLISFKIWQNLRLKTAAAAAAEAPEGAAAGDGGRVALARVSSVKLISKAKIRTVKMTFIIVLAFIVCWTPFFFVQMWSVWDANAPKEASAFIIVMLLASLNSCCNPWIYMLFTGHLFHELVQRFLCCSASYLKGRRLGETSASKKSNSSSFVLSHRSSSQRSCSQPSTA
# TAAR1 antagonist: human TAAR1 antagonists, primary screen, Fluo-8 calcium fluorescence, CHO RD-HGA16 cells. Trace amine-associated receptor 1 (Homo sapiens), Q96RJ0. antagonist. inhibition, % at 3 µM. 360,000 tested, 1.5% active;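 active = inhibition above a per-plate cutoff, the mean inhibition of test compounds on that plate plus 3 SD, cut at about 49% in these data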;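 note: 0% = DMSO plus EC80 beta-PEA response and 100% = DMSO alone without agonist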
# Target sequence (Q96RJ0 whole entry, looked up): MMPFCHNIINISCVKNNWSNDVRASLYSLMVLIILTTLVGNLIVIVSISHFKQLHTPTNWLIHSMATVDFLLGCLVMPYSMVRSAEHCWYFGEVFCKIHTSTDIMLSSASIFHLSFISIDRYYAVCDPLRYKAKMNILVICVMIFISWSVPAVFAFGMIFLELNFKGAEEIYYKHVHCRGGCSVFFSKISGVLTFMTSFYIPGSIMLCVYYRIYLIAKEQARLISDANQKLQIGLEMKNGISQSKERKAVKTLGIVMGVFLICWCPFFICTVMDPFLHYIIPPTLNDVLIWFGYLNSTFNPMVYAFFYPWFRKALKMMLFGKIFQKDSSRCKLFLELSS
#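 test system = CHO RD-HGA16 cells bearing hTAAR1 | replication = singlicate | controls = DMSO-only wells and EC80 β-PEA-stimulated wells | reagent = EC80 β-phenethylamine stimulus | read-out basis = percent inhibition of PEA-evoked calcium signal, max/basal emission ratio | schedule = seeding 17-24 h prior, 75-min 37 °C, 30-min RT dye loading | signal = kinetic Fluo-8 calcium fluorescence measurement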
# V1aR counter: agonists of human V1a receptor, primary screen, counter-screen for OXTR agonist project, fluorescence, CHO-V1R cells; Vasopressin V1a receptor (Homo sapiens), P37288; activation, % at 3 µM; 320,000 tested, 0.25% active; Fluo-8 calcium fluorescence, agonist mode; 0% DMSO, 100% 3 nM vasopressin;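 active = activation above the mean activation of all tested compounds plus 3 SD, per screening run, cut at about 20% in these data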;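 note: signal is peak over basal fluorescence ratio across a 100 second FLIPR read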
# OXTR potentiator: human OXTR potentiators, primary screen, fluorescence, CHO-OTR cells, Fluo-8 calcium | Oxytocin receptor (Homo sapiens), P30559 | Fluo-8 calcium fluorescence, potentiator mode; 0% = oxytocin EC15, 100% = EC100 | activation, % at 3 µM | 320,000 tested, 0.061% active | AID 2445, 2010;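 active = activation above that plate's cutoff, the mean activation of tested compounds plus 3 SD, cut at about 6.6% in these data, passing the limit was not always enough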;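 note: 100% uses oxytocin at 75 nM as the full agonist control; some results filed as inactive read as strong as hits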
#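 test system = CHO-OTR cells, human receptor | compound = single-point 3.0 µM | schedule = 6 min compound pre-incubation at room temperature, 100 s kinetic read | signal = Fluo-8 no-wash calcium dye fluorescence, excitation 470-495 nm, emission 515-575 nm | repeats = single well per compound, singlicate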
# Active calls of the source: *; · = not tested or not shown.
SMILES,CHO parental Ca,GPR7 antag,CHO-K1 Ca PAM,CHO-K1 Ca antag,M1 ag parental,OXTR agonist,TAAR1 antagonist,V1aR counter,OXTR potentiator
CC1(C(=O)O)CCCN(C(=O)c2ccc(F)cc2Cl)C1 (stereo not drawn),·,·,-7,13,0.5,·,-11,·,·
N#Cc1cnn2c(=O)[nH]cnc12,·,·,13,-13,1.0,·,-11,·,·
O=C(Cc1cccs1)Nc1nc2c(ccc3ccccc32)s1,-5,3,2,-10,0.4,-2.0,32,-1.2,-13
COc1cc(NC(=O)c2ccc(-c3cccc(F)c3)o2)ccc1NC(=O)c1ccccc1Cl,-12,·,5,-11,0.5,0.0,55*,0.9,-5
O=C(Nc1cnn(Cc2ccc(Cl)cc2Cl)c1)c1cc(-c2cccs2)on1,-11,4,8,-11,0.2,2.2,27,1.9,-8
Cc1nc2c([nH]c3ccccc32)c(=O)n1N,1,-6,-12,3,0.2,0.8,-8,-0.6,-2
O=C(N/N=C/c1cccs1)C(=O)N1CCCC1,-2,0,23,-11,0.5,0.1,-7,0.5,3
Cc1ccc(C(=O)NC(=S)N2CCN(c3cc(C)ccc3C)CC2)cc1,-13,-15,-4,13,-0.6,-1.3,16,-0.5,-16
O=C1NCCCC1C(=O)Nc1ccccn1 (stereo not drawn),-6,-11,15,-4,-0.1,1.1,-4,1.6,1
CCc1ccccc1NC(=O)NCc1ccccn1,1,-1,-5,-1,0.0,-0.5,0,0.2,-2
O=C(c1ccc2c(=O)n(Cc3ccco3)c(=S)[nH]c2c1)N1CCN(c2ccccc2)CC1,-8,-2,4,1,0.1,-0.7,0,-0.3,-1
CCOC(=O)CCNC(=O)c1ccc2nc(C3CCCCC3)oc2c1,-7,-5,8,-7,1.3,-0.9,2,1.3,-11
C=CCSc1nnc(NC(=O)CCN2C(=O)C3CC=CCC3C2=O)s1 (stereo not drawn),-18,·,-7,-16,1.8,2.5,-2,1.9,3
CCCc1nc2nc(C)c(NS(=O)(=O)c3ccc(C4CCCCC4)cc3)c(=O)n2[nH]1,-5,-10,13,-11,1.2,-0.5,-30,-0.8,-7
CCCOc1ccc(N2CC(C(=O)NCCc3ccc(OC)c(OC)c3)CC2=O)cc1 (stereo not drawn),-22,-14,14,-5,-0.3,-0.3,-6,0.2,-6
Cn1c(=O)c2c([nH]c(OCc3ccc(Cl)cc3Cl)[n+]2Cc2ccc(F)cc2)n(C)c1=O,-13,-7,-16,10,-0.1,0.9,-13,-0.4,-3
O=c1c2cccnc2n(-c2ccccc2)n1Cc1ccc(Cl)cc1,-15,-2,0,-6,0.4,2.2,-37,0.4,5
c1cncc(CN2CCN(c3cc(-c4cnc5ccccc5c4)nc4ccnn34)CC2)c1,·,·,15,-9,1.2,·,-3,·,·
CN(C(=O)CSc1nc2ccccc2c(=O)n1-c1ccc(F)cc1)C1CCS(=O)(=O)C1 (stereo not drawn),-1,·,15,8,0.1,-0.6,4,0.9,1
Cc1ccc(C(=O)Cn2c(N3CCOCC3)nc3c2c(=O)n(C)c(=O)n3C)cc1,-5,3,3,-17,0.3,0.6,-9,-0.1,4
CCCCCCNC(=O)O[C@H]1Cn2c(=O)n(CCCCCC)c(=O)n2[C@@H]2CN(S(=O)(=O)c3ccc(C)cc3)C[C@]12O,·,·,-1,12,0.8,·,-9,·,·
CCOC(=O)c1cc(-c2cc(OC)c(OC)c(OC)c2)nc2c1c(=O)[nH]c(=O)n2Cc1ccccc1,-26,-4,7,-5,0.1,-0.6,0,0.2,-7
O=C(COC(=O)c1ccc([N+](=O)[O-])cc1)Nc1ccc(Cl)cn1,-10,·,-16,4,0.5,-0.1,-6,0.0,-5
CC(C)(C)S(=O)N1Cc2cc(CO)cc(CCO)c2[C@@H]1CCO (stereo partly drawn),·,·,25,-12,0.2,·,-12,·,·
N#Cc1ccccc1C[C@H](N)C(=O)NC[C@H]1O[C@@H](n2cnc3c(N)ncnc32)[C@H](O)[C@@H]1O,·,·,4,-16,0.4,·,-13,·,·
CNC(=O)CSc1nc2cccnc2n1-c1ccc(F)cc1,·,-16,-10,5,-0.3,·,-4,·,·
Cc1nc(C(=O)NNC(=O)c2ccc(C(F)(F)F)cc2)cs1,-24,-13,5,-5,0.2,1.5,1,0.4,-10
CCN1C[C@@H]2[C@@H]3C(=O)N(C)C(=O)[C@@H]3[C@](Cc3ccccc3)(C1=O)N2C(=O)c1ccc(Cl)c(Cl)c1,·,·,18,11,-0.1,·,13,·,·
O=S(=O)(c1ccc(-c2ccccc2)cc1)N1CCCC1,-1,-1,14,-8,1.7,-0.6,-12,0.1,-9
Cc1ccc(CNC(=O)c2ccccc2N)cc1,-3,1,8,-24,0.6,0.3,-2,-0.7,-7
CC(C)Cn1c(N)c(/C=N/NC(=O)c2ccc(Cl)cc2)c(=O)n(C)c1=O,-17,2,22,-16,1.6,0.7,-13,0.5,-9
O=C(O)c1ccc2c(c1)N(Cc1ccccc1F)C(=O)c1ccccc1S2=O (stereo not drawn),-15,-5,4,3,-0.4,0.2,2,0.3,-1
COc1cc([N+](=O)[O-])ccc1NC(=O)Nc1ccc2c(c1)OCCO2,8,-1,16,-13,0.1,-2.0,10,-1.6,-15
CC1CCN(CC(=O)Nc2cccc(Cl)c2)CC1,4,-3,-2,-3,2.6,-1.6,-6,-0.2,-2
C/C(=N\N(Cc1ccccc1)c1ccccc1)c1cccnc1,-1,2,9,-19,0.5,-2.7,9,-2.0,-5
CCN(CC)S(=O)(=O)c1cccc(C(=O)N/N=C/c2c(C)nn(-c3ccccc3)c2Cl)c1,7,0,-9,4,0.6,-0.5,17,1.0,0
CCN(CC)CCNC(=O)C1(c2ccccc2)CCCCC1,·,·,12,-12,1.1,·,-5,·,·
CN(C(=O)c1ccc(NC(=O)C2CCCN(C(=O)OC(C)(C)C)C2)cc1)C1CCCCC1 (stereo not drawn),-19,·,-1,-9,0.9,2.7,-1,5.1,-1
O=C(Cc1c[nH]c2ccccc12)NCc1ccc(Cl)cc1Cl,-16,-5,12,-1,0.7,-1.3,11,0.8,-7
COC(=O)c1cc(NC(=S)Nc2cc(Cl)cc(Cl)c2)cc(C(=O)OC)c1,-10,-13,2,7,1.4,1.1,-5,1.5,-10
CC(C)(C)S(=O)(=O)/C(C#N)=N/Nc1ccc(S(N)(=O)=O)cc1,-6,-7,-5,3,0.6,0.8,7,0.2,6
CCn1nc(C)cc1C(=O)NC1CCCc2c1cnn2-c1cc(F)cc(F)c1 (stereo not drawn),·,10,6,-16,6.7,·,-10,·,·
CSc1ccccc1NC(=O)c1ccoc1C,-11,2,22,-12,-0.1,-1.7,18,0.0,-6
COC(=O)c1sc2nc[nH]c(=O)c2c1C,-25,-1,-5,16,-0.2,0.0,-2,1.6,-14
O=C(CCSc1ccccc1)Nc1nnc(-c2cccs2)o1,-8,-21,19,-4,0.5,-1.4,-23,3.0,-9
Cc1cccc2cc(CN(Cc3cccnc3)C(=O)c3ccncc3)c(=O)[nH]c12,-1,-2,12,-4,0.3,0.1,3,0.1,1
Cc1cc(Cl)ccc1OCCCC(=O)OCC(=O)Nc1cccc(S(N)(=O)=O)c1,5,·,-7,-20,6.8,4.8,28,5.1,-10
N#Cc1ccccc1S(=O)c1ccccc1C(=O)Nc1ccccc1 (stereo not drawn),0,-3,-14,18,1.1,0.6,6,0.2,-2
COc1ccc(CNC(=O)c2ccc(CS(=O)Cc3ccc(Cl)cc3)o2)cc1 (stereo not drawn),-29,4,14,-14,2.8,4.7,0,6.5,-7
COC(=O)C1=CN(Cc2cccs2)C=C(C(=O)OC)C1c1cccc(OC)c1OC,-10,-14,16,-11,1.4,-1.1,8,0.0,-3
Cc1scc(C(=O)N2CCN(S(C)(=O)=O)CC2)c1-c1ccccc1,-19,-13,-9,-6,0.5,-0.6,-5,0.0,0

# Compound activity: PubChem, The Scripps Research Institute Molecular Screening Center
